# Pf Dd2 inh: blocks in vitro growth of P. falciparum Dd2 | P. falciparum Dd2 growth, SYBR Green, 72 h | Potency, µM (doses to about 28.9 µM), for the others: at the highest dose activity, negative = inhibition, most hits filed as inhibitors | hit rate 4.3% among 120,000 | AID 1347417; active = well fitted inhibition curve with a large enough effect; inconclusive = small, poorly fitted or top-dose-only effect; inactive = no such curve, though single readings can be large or run the other way;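 also: plate controls were DMSO vehicle for no effect and reference drug for full effect; nearly all actives have a fitted effect of over 65% in size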
#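 Infected erythrocytes (Dd2, 0.3% parasitemia, 2.5% hematocrit final) are added to compound in RPMI-1640/Albumax II medium, grown 72 h at 37C in low oxygen, then lysed with saponin/Triton-X containing SYBR Green and read by fluorescence.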
# * marks the source's active call; other numbers are inactive results; i = inactive; ? = inconclusive; [ ] = another dose, or the depositor's remark. Potency is read from the fitted curve at half-maximal effect.
cpd | molecule | Pf Dd2 inh
1 | COC1CCOC2(CCN(C(=O)Cc3cccc(F)c3)CC2)C1 (configuration not stated) | 61%[activator]
2 | CCN1CC(c2ccccc2)CC2(CCN(CC(=O)N(C)CC)CC2)C1 (configuration not stated) | ?
3 | CN(Cc1ccccc1)Cc1cn([C@H]2CO[C@H]3[C@@H]2OC[C@@H]3NC(=O)c2ccc(C(F)(F)F)cc2)nn1 | -6%
4 | CCOc1ccc(NC(=O)C2CCN(c3cnn(Cc4ccccc4)c(=O)c3)C2)cc1 (configuration not stated) | ?
5 | O=C(c1ccc(Cl)cc1)N1CCC2(CC1)Cc1ccccc1NC2=O | ?
6 | Cc1ccc2c(CNCC(C)c3ccccc3)c(C(=O)O)n(Cc3ccccc3C)c2c1 (configuration not stated) | i
7 | COc1ccccc1Cc1nc(C2CC(=O)N(c3ccc(F)c(Cl)c3)C2)no1 (configuration not stated) | 37%[activator]
8 | COC(=O)CNC(=O)C1CN(c2cccc(OC)c2)C(=O)N1 (configuration not stated) | 13%[44.1 µM]
9 | Fc1ccc(-c2ccc3ncc(Nc4ccccn4)n3n2)cc1 | 5.6µM*
10 | COc1ccc2c(C)c(C(=O)N3CC(Oc4c(C)cccc4C)C3)oc2c1 | ?
11 | O=c1[nH]c(C2CCCN(S(=O)(=O)c3ccccc3)C2)nc2c1nnn2Cc1ccc(OC(F)(F)F)cc1 (configuration not stated) | ?
12 | Cc1ccc(N2CC(c3nnc(NC(=O)c4ccco4)s3)CC2=O)cc1Cl (configuration not stated) | -9%[0.594 µM]
13 | O=C(NCc1ccc2c(c1)OCO2)C1CC(c2ccccc2)CN(C(=O)c2ccccc2F)C1 (configuration not stated) | ?
14 | COc1ccc(CN2CCc3oc(C)c(C(=O)N4CCN(C(C)=O)CC4)c3C2)cc1 | -13%
15 | O=C([C@@H]1C[C@H](Oc2ccccc2)CN1C(=O)c1ccco1)N1CCCC1 | -15%
16 | CCOC(=O)c1ccc(N2C(=O)c3n[nH]c(C)c3C2c2cccc(Br)c2)cc1 (configuration not stated) | 13µM*
17 | CN(CCc1noc(C2CC2)n1)c1ncncc1C(=O)O | 1%
18 | CCOc1ccc2oc(=O)cc(CN3CCN(c4ccccc4)CC3)c2c1 | i
19 | O=C(CCn1ccn2nc3c(c2c1=O)CCCC3)Nc1ccc(F)cc1Cl | -8%
20 | COC(=O)c1ccc(NC(=O)N2CC(N(C3CCOCC3)S(C)(=O)=O)C2)cc1 | -20%
21 | NCCCCC(=O)N1CCOc2c(O)cc(-c3csc4ccccc34)cc2C1 | 5µM*
22 | Cc1ccc(Cl)cc1NC(=O)CN(C)S(=O)(=O)c1ccc2c(c1)n(C)c(=O)c(=O)n2C | -22%
23 | O=C(c1ccsc1)N1CCC2(CC1)NC(=O)N(Cc1ccc(Cl)cc1)C2=O | 11%
24 | C[C@@H](NC(=O)Nc1cccnc1)c1onc(-c2ccc(Cl)cc2)c1C(=O)O | 9%[44.1 µM]
25 | CCOc1ccc(NC(=O)C2CCCN(c3nn4cc(-c5ccc(OC)cc5)nc4s3)C2)cc1 (configuration not stated) | i
26 | O=C(c1ccc2c(c1)N(Cc1cccc(Cl)c1)C(=O)c1ccccc1S2(=O)=O)N1CCN(c2cccc(C(F)(F)F)c2)CC1 | ?
27 | O=C(Nc1cccc(Cl)c1)C1CCCN(c2nn3cc(-c4ccc(F)cc4)nc3s2)C1 (configuration not stated) | ?
28 | Cc1cc(SCC(=O)Nc2ccc(Cl)cc2)nc2ccccc12 | i
29 | Cc1ccccc1OCC(=O)NCC(c1ccc(Cl)cc1)N1CCOCC1 (configuration not stated) | ?
30 | COc1ccc(Cn2c(=O)c3oc4ccccc4c3n(Cc3ccccc3)c2=O)cc1 | 0%
31 | O=C(CCC1CCN(Cc2cc3ccccc3o2)CC1)NC1CCN(Cc2ccccc2)C1 (configuration not stated) | ?
32 | Cc1ccc(-c2[nH]ncc2CN)cc1 | -24%
33 | CCOc1ccc2c(n1)CCNC2 | 72%[activator]
34 | O=C(NCCOc1cccnc1)c1cn(Cc2cccc(C(F)(F)F)c2)nn1 | -18%
35 | CC(=O)N1CCC(C(=O)N2CCN(Cc3ccccc3)CC(O)C2)CC1 (configuration not stated) | 6%
36 | O=C(c1ccccc1-c1ccccc1F)N(Cc1cccnc1)C1CC1 | -28%
37 | COc1ccccc1OCCNC(=O)C1CCN(C(=O)N2CC3CC(C2)[C@H]2CCCC(=O)N2C3)CC1 (some centres not stated) | -6%
38 | COc1ccc(C(=O)Nc2nnc(S(=O)(=O)N(CC(C)C)c3ccccc3)s2)cc1 | 23%
39 | CC[C@H]1CN2CC[C@H]1C[C@@H]2CNC(=O)NC1CCCCC1 | 24%[44.1 µM]
40 | COCCNC(=O)c1[nH]c2cc(C)ccc2c1Sc1ccc(Cl)cc1 | -17%

# A second format for two compounds above.
38	COc1ccc(C(=O)Nc2nnc(S(=O)(=O)N(CC(C)C)c3ccccc3)s2)cc1
  Pf Dd2 inh: 23%
39	CC[C@H]1CN2CC[C@H]1C[C@@H]2CNC(=O)NC1CCCCC1
  Pf Dd2 inh: 24%[44.1 µM]

# New compounds follow.
cpd | molecule | Pf Dd2 inh
41 | Cc1ccc(-c2nocc2CCC(=O)NCC2CCCO2)cc1 (configuration not stated) | i
42 | COc1cccc(N2CCN(C(=O)c3cc4c(=O)n(Cc5ccccc5)ccc4nc3C)CC2)c1 | -18%
43 | O=C(C1CCC(CNS(=O)(=O)c2ccc(Br)s2)CC1)N1CCN(c2ccc(F)cc2)CC1 (configuration not stated) | -24%
44 | COc1ccc(-c2cc3c(=O)n(CCNC(=O)c4c(F)cccc4Cl)ccn3n2)cc1 | ?
45 | CC(NC(=O)c1coc(COc2ccc(F)cc2Cl)n1)c1cnn(C)c1 (configuration not stated) | -21%
46 | CCOC(=O)c1cccc(NC(=O)Cn2cnc3nc4c(cc3c2=O)CCCC4)c1 | 45%[activator]
47 | COc1ccc2nc(C[C@@H]3C[C@@H](C(C)C)[C@H](CNC(=O)CCCC(=O)O)C=C3C)[nH]c2c1 | -12%
48 | CCN(CC1CCOCC1)C(=O)Cc1cnc2c(C)cccn12 | -16%
49 | CCc1ccc(-n2nc(C)c3c(C)cc(=O)n(CC(=O)Nc4ccc(C)c(F)c4)c32)cc1 | 30%
50 | Cc1ccc(Nc2c(-c3ccncc3)nc3ccc(C)cn23)cc1 | ?
51 | Cc1ccc2nc(N(Cc3cccnc3)C(=O)CCOc3ccccc3)sc2c1 | ?
52 | CC(C)CN[C@H]1[C@H](O)[C@H](O)C[C@@H]1c1ccc(N2CCOCC2)nc1 | 23%[44.1 µM]
53 | O=C1CCC2(CCN1)CCN(S(=O)(=O)c1ccccc1F)CC2 | 41%[activator]
54 | Cc1ccn2c(Nc3ccccc3C)c(-c3ccccn3)nc2c1 | 3.2µM*
55 | CCOc1ccccc1NC(=O)CC1C(=O)NCCN1C(=O)c1ccc(F)cc1 (configuration not stated) | 20%
56 | NC(=O)CSc1nc2ccc(NC(=O)COc3ccccc3)cc2s1 | -15%
57 | COc1ccc(S(=O)(=O)N2C[C@@H]3C[C@H](C2)c2c(-c4ccc(OC(F)(F)F)cc4)ccc(=O)n2C3)cc1 | ?
58 | COc1ccc(S(=O)(=O)N2CCC3(CC2)CC(N(C)Cc2ccccc2)CCO3)cc1 (configuration not stated) | 11µM*
59 | CC(Oc1cccc(Cl)c1)C(=O)Nc1ccc2c(N3CCOCC3)ncnc2c1 (configuration not stated) | ?
60 | CCCCN(CC)CCNC(=O)Cn1c(=O)c2cccn2c2cccnc21 | i
61 | COc1ccc(CNC(=O)c2cc3cccc4c3n2CC(C)S4)c(OC)c1 (configuration not stated) | i
62 | CCc1ccc(NC(=O)c2c(OC)cc(=O)n3c2CCCC3)cc1 | i
63 | Cc1nonc1CC(=O)N1CCCC(CNS(=O)(=O)c2cccs2)C1 (configuration not stated) | ?
64 | O=C(CCn1nnc2ccccc21)N1CCC2(CC1)[C@H](O)C[C@@H]2OCCO | 26%
65 | CCc1ccc(Nc2nc3c(S(=O)(=O)c4ccc(C)cc4)nnn3c3ccsc23)cc1 | -25%
66 | O=C(NCCCN1CCCCCC1)c1ccc(CC2CCN(C(=O)C3CC3)CC2)cc1 | i
67 | O=C(Nc1cccc(F)c1)N1CCC(Oc2ncccc2C(=O)N2CCOCC2)C1 (configuration not stated) | i
68 | CC(C)OCCCNC(=O)c1nn(C)c2c1CSc1ccccc1-2 | -23%
69 | COC(=O)c1c(NC(=O)C(C)Oc2ccc(Cl)cc2Cl)sc2c1CCCC2 (configuration not stated) | -25%
70 | CSc1ncc(C(=O)NCc2ccc(C)cc2)c(-c2ccccc2)n1 | i
71 | COc1cccc(CC(=O)N2CCCC(c3nc(CCOCC4CCCC4)no3)C2)c1 (configuration not stated) | -26%
72 | COc1ccc(C(=O)Oc2c(Sc3ccc(Cl)cc3)c(C)nn2C(C)(C)C)cc1OC | i
73 | CCN1CCN(c2nc3c(s2)CN(C(=O)COC)CC3)CC1 | i
74 | Cc1cc(C)c(CNC(=O)c2nc(Nc3ccccc3)cc3[nH]ccc23)c(=O)[nH]1 | ?
75 | CCc1ccc(CN2CC(C(=O)NCc3ccncc3)C3(CCOCC3)C2)cc1 (configuration not stated) | -10%
76 | Cc1cnc(CC2CCN(C(=O)Cc3cccnc3)CC2)n1Cc1ccc(F)cc1 | ?
77 | CCOc1ccccc1CN1CCC2(CCN(C(=O)c3ccccc3F)CC2)Oc2ccccc21 | ?
78 | N#Cc1cccc(-c2ccnc(N[C@H]3CO[C@H]4[C@@H]3OC[C@@H]4NC(=O)c3ccc4c(c3)OCO4)n2)c1 | ?
79 | O=C(O)CCc1cc2n(n1)CCCN(C(=O)c1cc3c([nH]c1=O)CCC3)C2 | 30%
80 | CCCS(=O)(=O)NCCc1ncc(C)n1CCOC | -7%

# Exported field by field: part of the list above
[77] CCOc1ccccc1CN1CCC2(CCN(C(=O)c3ccccc3F)CC2)Oc2ccccc21
  Pf Dd2 inh: ?

[78] N#Cc1cccc(-c2ccnc(N[C@H]3CO[C@H]4[C@@H]3OC[C@@H]4NC(=O)c3ccc4c(c3)OCO4)n2)c1
  Pf Dd2 inh: ?

# Remaining list, next part.
cpd | molecule | Pf Dd2 inh
81 | O=C(Cc1ccccc1)N(Cc1cccnc1)c1nc2ccc(F)cc2s1 | ?
82 | COc1ccc(CCCNC(=O)c2ccc(N3CCC(N(C)C)C3)nc2)cc1 (configuration not stated) | ?
83 | O=C(NCC1Cn2cccc2C(=O)N1Cc1ccccc1)c1ccsc1 (configuration not stated) | -7%
84 | Cc1cc(C)cc(-n2ccnc2SCC(=O)Nc2ccccc2F)c1 | 6%
85 | C[S+](=O)([O-])N1Cc2ccccc2CC12CN(C(=O)c1ccc(Cl)nc1)C2 | -20%
86 | COc1ccc(CNC(=O)CN2C(=O)COc3ccc(S(=O)(=O)N4CCOCC4)cc32)cc1 | 2%
87 | Cc1cc2nc(CO[C@H]3CN(Cc4nccn4C)C[C@H]3F)[nH]c2cc1C | -6%[44.1 µM]
88 | Cc1c(CNC2CCCCCC2)c(C(=O)O)c(C)n1Cc1ccc(F)cc1Cl | 2%
89 | CN(C)c1ccc(CNC(=O)c2sc3ncccc3c2-n2cccc2)cc1 | 14%
90 | CCCN(CC1CCOC1)C(=O)Nc1cccc(C)c1C (configuration not stated) | 10%[5.79 µM]
91 | COc1ccccc1N1CCN(C(=O)c2cnn(-c3cccc(Cl)c3)c2C2CCN(C(=O)OC(C)(C)C)CC2)CC1 | 7.9µM*
92 | COCc1cc(C[C@@H]2CC[C@H](O)[C@@H](CNC(=O)NC(C)C)O2)no1 | 26%[44.1 µM]
93 | O=C(NC1CCCN(c2cc(-c3ccccc3)[nH]n2)C1)c1ccc(Cl)cc1 (configuration not stated) | i
94 | Cc1nc(-c2cccc(Cl)c2)n(CC(=O)Nc2ccc(F)cc2)c(=O)c1CCO | ?
95 | O=C(Cn1ncc2c(Cl)cccc21)NCc1cccc(Cl)c1 | 20%
96 | Cc1cc(Cl)ccc1S(=O)(=O)N(C)CC1CCOC1 (configuration not stated) | -21%
97 | CN(C)c1cccc(C(=O)N2CCCN(c3cc(-c4ccccc4)[nH]n3)CC2)c1 | -8%
98 | Fc1cccc(CN2CCC(N3CC(OCC4CC4)C34CCCCC4)CC2)c1 (configuration not stated) | 0.5µM*
99 | Cn1nccc1C(=O)N1CCC(N2CC(OCC3CC3)C23CCOCC3)CC1 (configuration not stated) | -20%
100 | O=C(Cn1c(-c2cccs2)cc2ccccc21)NCCCN1CCN(c2ccc(F)cc2)CC1 | 10µM*
101 | O=C1NCCCCCN(Cc2cn[nH]c2-c2ccccc2)[C@H]2CCC[C@@H]12 | ?
102 | CC(=O)c1ccc(NC(=O)CCc2c(C)nn(-c3ccc(N4CCOCC4)nn3)c2C)cc1 | -17%
103 | Cc1ccc(C)c(N2CCN(C(=O)CCn3c(=O)[nH]c4ccccc4c3=O)CC2)c1 | ?
104 | Cc1ccc2[nH]c3c(=O)n(CC(=O)N(CCN(C)C)Cc4ccccc4)ncc3c2c1 | ?
105 | Cc1ccc2c(=O)c(C(=O)c3ccccc3)cn(CC(=O)Nc3ccccc3)c2n1 | i
106 | CC(C)OC(=O)c1cccnc1SCC(=O)Nc1ccc(C(F)(F)F)cc1Cl | 3.2µM*
107 | CO[C@H]1C(=O)N(C(C)C)[C@H]1C1CCN(Cc2ccc3cc[nH]c3c2)CC1 | ?
108 | Cc1cc(CN2CCC(CO)(Cc3ccccc3Cl)CC2)cc(C)c1O | ?
109 | COC(=O)CNC(=O)N1CCOC(c2ccc(Cl)c(Cl)c2)C1 (configuration not stated) | -8%
110 | Cc1cc(O)c(-c2ccnc3cc(-c4ccccc4)nn23)cc1Cl | ?
111 | Cc1ccc(S(=O)(=O)N2CCN(Cc3ccccc3)CC2)c(C)c1NS(C)(=O)=O | 13%
112 | COc1ccc(-c2noc(CSc3nnc(-c4ccc(Cl)cc4)n3C)n2)cc1OC | ?
113 | CC(=O)Nc1ccc(C2(C(=O)NCc3cccs3)CCC2)cc1 | 11%

# Bioassay records from PubChem BioAssay.

# The list is partial. The share of hits here may be higher or lower than overall.
